TGFb SMAD3 inh: inhibitors of TGF-b signaling; HepG2 CAGA-GFP TGF-b/SMAD3 reporter, GFP fluorescence, 18 h; TGF-beta stimulated, 500 pg/mL final; Potency, µM (titrated, usually from 46.1 µM), without a hit: top-dose activity, negative = inhibition, hits mostly inhibitors; 410,000 compounds, 1.2% hits; further: on the % scale 0 is the no-effect control and ±100 the full control effect; nearly all actives have a fitted effect of over 65% in size
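First, reporter cells (HEPG2 CAGA-GFP) rested 2 h at 37 degrees C. Next, compounds were pinned in and TGF-beta added to 500 pg/mL final. After 18 h, GFP was imaged per cell and summed per well.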
ATXN2 expr inh: reduces ATXN2 reporter expression in HEK-293 cells | 360,000 compounds, 0.72% hits | HEK-293 ATXN2-luciferase reporter, luminescence, 24 h | Potency, µM (series often up to 57 µM), for inactives: at the highest dose activity change, negative = inhibition, most hits filed as inhibitors | AID 1745845; further: on the % scale 0 is the no-effect control and ±100 the full control effect; nearly all actives have a fitted effect of over 55% in size
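ATXN2-luciferase reporter cells (luciferase flanked by upstream and downstream ATXN2 gene portions) were treated 24 h at 37 °C with compounds at up to 57 uM. SteadyGlo luminescence gave expression; GF-AFC fluorescence gave viability.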
S2 tox: reduces viability in counter-screen for ATXN expression inhibitors; S2 cells (HEK-293 line with an ATXN2-luciferase reporter) viability, CellTiter-Fluor protease fluorescence, 24 h; Potency, µM (highest dose often 56.7 µM), hits mostly cytotoxic; 400,000 compounds, 0.49% hits; further: nearly all actives have a fitted effect of over 40% in size
MCF10A rereplic: inducers of DNA re-replication in MCF 10A breast cells; 350,000 compounds, 2.9% hits; Potency, µM (series often up to 46.1 µM), inactives show at the top dose activity, positive = re-replication, hits mostly activators; MCF 10A DNA re-replication, Hoechst nuclear intensity, 48 h; further: % of control where 0% means no effect; nearly all actives have a fitted effect of over 50% in size
HepG2 tox: kills HepG2 cells in TGF-b inhibitor counter-screen; HepG2 CAGA-GFP viability, ATP luminescence, 18 h; Potency, µM (highest dose often 46.1 µM), inactives show top-dose activity change, negative = cytotoxicity, actives largely listed as cytotoxic; 410,000 compounds, 0.76% hits; further: some results filed as inactive show a strong effect at the top dose
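HepG2 CAGA-GFP cells (1000/well, DMEM with 1% FBS) received compound, then TGF-beta at 500 pg/mL final, and were incubated 18 hours at 37 degrees C. Viability was read by CellTiter-Glo luminescence. Media-only wells were set as complete cell-killing and DMSO as no toxicity.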
Numbers without * were called inactive; i = inactive; ? = inconclusive; / = no result given; & = joins results of further samples; [ ] = dose if it differs, or a comment. The call rests on the fitted dose curve; in most records, active means well fitted curve in the direction sought with a large enough effect; inconclusive means small, poorly fitted or top-dose-only effect, or another doubt; inactive means no such curve, though single readings can be large; an effect the other way counts as inactive or inconclusive. Potency means the concentration at half of the fitted maximal effect.

Order of values: TGFb SMAD3 inh	ATXN2 expr inh	S2 tox	MCF10A rereplic	HepG2 tox
- C[C@](Cc1c[nH]c2ccccc12)(NC(=O)OC1C2CC3CC(C2)CC1C3)C(=O)NC[C@H](NC(=O)CCC(=O)O)c1ccccc1 (some centres undefined)
→ /	-1.8%	/	/	/
- CCCCOc1c(C(=O)c2c(F)cc(C)cc2F)cnc2n[nH]cc12
→ /	9.68µM*	/	/	/
- O=C1[C@H](Cc2ccc(O)cc2)N2C(=O)CCN(C(=O)NCc3ccccc3)[C@H]2CN1Cc1cccc2ccccc12
→ /	?	/	/	/
- Cc1cc2c(cc1C1(c3ccc(C(=O)O)cn3)CC1)C(C)(C)CCC2(C)C
→ /	10.9%	/	/	/
- CC1(C)[C@H]2CC[C@]3(C)[C@@H](C(=O)C=C4[C@@H]5C[C@@](C)(C(=O)O)CC[C@]5(C)CC[C@]43C)[C@@]2(C)CC[C@@H]1O
→ /	-0.1%	/	/	/
- CC(C)=CC[C@@H](O)C1=CC(=O)c2c(O)ccc(O)c2C1=O
→ /	?	/	/	/
- CC(=O)NCC(=O)N1[C@H]2CC[C@H]1c1cc(Nc3ncc(C(F)(F)F)c(NC4CCC4)n3)ccc12
→ /	4.85µM*	/	/	/
- OCc1ccccc1O[C@@H]1O[C@H](CO)[C@H](O)[C@H](O)[C@H]1O
→ /	-0.5%	/	/	/
- O=C(C1CC1)N1CC[C@@H](Cn2c(-c3ccc(-c4ccc5occc5c4)cc3)nc3cnccc32)C1
→ /	-18.6%	/	/	/
- O=C(c1ccc(Nc2nccc(-c3cc4ccccc4s3)n2)cc1)N1CCC(N2CCCC2)CC1
→ /	19.3µM*	/	/	/

6 successive records out of the list so far:
Order of values: TGFb SMAD3 inh	ATXN2 expr inh	S2 tox	MCF10A rereplic	HepG2 tox
- C[C@](Cc1c[nH]c2ccccc12)(NC(=O)OC1C2CC3CC(C2)CC1C3)C(=O)NC[C@H](NC(=O)CCC(=O)O)c1ccccc1 (some centres undefined)
→ /	-1.8%	/	/	/
- CCCCOc1c(C(=O)c2c(F)cc(C)cc2F)cnc2n[nH]cc12
→ /	9.68µM*	/	/	/
- O=C1[C@H](Cc2ccc(O)cc2)N2C(=O)CCN(C(=O)NCc3ccccc3)[C@H]2CN1Cc1cccc2ccccc12
→ /	?	/	/	/
- Cc1cc2c(cc1C1(c3ccc(C(=O)O)cn3)CC1)C(C)(C)CCC2(C)C
→ /	10.9%	/	/	/
- CC1(C)[C@H]2CC[C@]3(C)[C@@H](C(=O)C=C4[C@@H]5C[C@@](C)(C(=O)O)CC[C@]5(C)CC[C@]43C)[C@@]2(C)CC[C@@H]1O
→ /	-0.1%	/	/	/
- CC(C)=CC[C@@H](O)C1=CC(=O)c2c(O)ccc(O)c2C1=O
→ /	?	/	/	/

(next part)
Order of values: TGFb SMAD3 inh	ATXN2 expr inh	S2 tox	MCF10A rereplic	HepG2 tox
- CC1=C(CO)C(=O)O[C@@H]([C@@H](C)[C@H]2CC[C@H]3[C@@H]4C[C@H]5O[C@]56[C@@H](O)C=CC(=O)[C@]6(C)[C@@H]4CC[C@]23C)C1
→ /	3.06µM*	/	/	/
- O=c1c(-c2ccc(O)cc2)coc2cc(O[C@@H]3O[C@H](CO)[C@H](O)[C@H](O)[C@H]3O)ccc12
→ /	67.0%[activator]	/	/	/
- CCOC(=O)[C@H](CCc1ccccc1)N[C@@H](C)C(=O)N1[C@@H](C(=O)O)C[C@H]2CCC[C@@H]21
→ /	?	/	/	/
- O=C(C=CC=Cc1ccc2c(c1)OCO2)N1CCCCC1
→ /	45.9%[activator]	/	/	/
- C[C@H](O)[C@@H]1C(=O)N2C(C(=O)O)=C(S[C@@H]3CN[C@H](CNS(N)(=O)=O)C3)[C@@H](C)[C@@H]12
→ /	-0.7%	/	/	/
- Nc1cc(C(F)(F)F)c(-c2cc(N3CCOCC3)nc(N3CCOCC3)n2)cn1
→ /	?	/	/	/
- CO[C@H]1C[C@@H]2CC[C@@H](C)[C@@](O)(O2)C(=O)C(=O)N2CCCC[C@@H]2C(=O)O[C@H]([C@H](C)C[C@@H]2CC[C@H](OC(=O)C(C)(CO)CO)[C@H](OC)C2)CC(=O)[C@H](C)C=C(C)[C@@H](O)[C@@H](OC)C(=O)[C@H](C)C[C@H](C)C=CC=CC=C1C
→ /	?	/	/	/
- CN[C@@H](C)C(=O)N[C@H]1CN(C(=O)CC(C)C)CC[C@H]2CC[C@@H](C(=O)NC(c3ccccc3)c3ccccc3)N2C1=O
→ /	-2.7%	/	/	/
- Cc1cn2cc(C(=O)N(C)CCO)cc(N[C@@H]3CCOc4cccc(C)c43)c2n1
→ /	2.8%	/	/	/
- C[C@@H]1CC=CC=CC=CC=C[C@@H](O[C@@H]2O[C@H](C)[C@@H](O)[C@H](N)[C@H]2O)C[C@@H]2O[C@](O)(C[C@@H](O)C[C@@H]3O[C@@H]3C=CC(=O)O1)C[C@H](O)[C@@H]2C(=O)O
→ /	13.4%	/	/	/
- O=S(=O)(N=Cc1c(O)ccc2ccccc12)c1cccs1
→ /	47.2%	/	/	/
- Cc1ccc(C(=O)Nc2cccc(C(F)(F)F)c2)cc1Nc1nc(-c2cccnc2)nc2c1cnn2C
→ /	24.3µM*	/	/	/
- COC(C(=O)C(O)C(C)O)C1Cc2cc3cc(OC4CC(OC5CC(O)C(O)C(C)O5)C(O)C(C)O4)c(C)c(O)c3c(O)c2C(=O)C1OC1CC(OC2CC(OC3CC(C)(O)C(O)C(C)O3)C(O)C(C)O2)C(O)C(C)O1 (centres undefined)
→ 0.631µM*	/	/	?	23.4%
- CN1c2c(nc(N)[nH]c2=O)NCC1CNc1ccc(C(=O)NC(CCC(=O)O)C(=O)O)cc1 (centres undefined)
→ -0.1%	/	/	-2.1%	-6.8%
- CN[C@H](C)CCC=C(C)C
→ ?	/	/	23.7µM*	-30.0%
- O=S(=O)(O)c1ccc2c(N=Nc3ccc(S(=O)(=O)O)c4ccccc34)c(O)c(S(=O)(=O)O)cc2c1
→ -4.6%	/	/	2.1%	1.5%
- CN1CC[C@H](CN2c3ccccc3Sc3ccccc32)C1
→ ?	/	/	?	-68.6%
- COc1c(C)c2c(c(O)c1CC=C(C)CCC(=O)OCCN1CCOCC1)C(=O)OC2
→ /	64.4%[activator]	/	4.1%	/
- N#CC(c1ccc(Cl)cc1)c1c(Cl)cc(-n2ncc(=O)[nH]c2=O)cc1Cl (centres undefined)
→ /	29.9%	/	?	/
- CCCCCCCCCCCC(CC1OC(=O)C1CCCCCC)OC(=O)C(CC(C)C)NC=O (centres undefined)
→ /	-10.8%	/	5.31µM*	/
- OCC(O)C(O)C(O)CO (centres undefined)
→ /	-3.5%	/	-1.6%	/
- O=C1C(CCC(O)c2ccc(F)cc2)C(c2ccc(O)cc2)N1c1ccc(F)cc1 (centres undefined)
→ /	-3.2%	/	0.1%	/
- COc1ccc(C2(C#N)CCC(C(=O)O)CC2)cc1OC1CCCC1 (centres undefined)
→ /	-13.7%	/	22.2%	/
- Fc1ccc(C(c2ccc(F)cc2)N2CCN(CC=Cc3ccccc3)CC2)cc1
→ /	-29.2%	/	?	/
- C[C@]12CCC(=O)C=C1CC[C@@H]1[C@H]2[C@@H](O)C[C@@]2(C)[C@H]1CC[C@]2(O)C(=O)CO
→ /	-10.9%	/	5.5%	/
- O=C(O)c1c(Cl)c(Cl)c(Cl)c(Cl)c1-c1c2cc(I)c(=O)c(I)c-2oc2c(I)c(O)c(I)cc12
→ /	?	/	-5.9%	/
- CN1[C@H]2CC(OC(=O)[C@@H](CO)c3ccccc3)C[C@H]1[C@H]1O[C@H]12 (some centres undefined)
→ /	0.3%[25.6 µM]	i	/	/
- CCN[C@@H]1C[C@H](N)[C@@H](OC2OC(CN)=CCC2N)[C@H](O)[C@H]1O[C@H]1OC[C@](C)(O)[C@H](NC)[C@H]1O (some centres undefined)
→ /	-1.7%[0.709 µM]	i[0.575 µM]	/	/
- CC(NN)c1ccccc1 (centres undefined)
→ /	5.5%[25.6 µM]	i	/	/
- CC(C)=CCNc1ncnc2c1ncn2[C@@H]1O[C@H](CO)[C@@H](O)[C@H]1O
→ /	-23.8%	?	/	/

Structural class, the entries above containing a thiophene ring, fused or not.
Order of values: TGFb SMAD3 inh	ATXN2 expr inh	S2 tox	MCF10A rereplic	HepG2 tox
- O=C(c1ccc(Nc2nccc(-c3cc4ccccc4s3)n2)cc1)N1CCC(N2CCCC2)CC1
→ /	19.3µM*	/	/	/
- O=S(=O)(N=Cc1c(O)ccc2ccccc12)c1cccs1
→ /	47.2%	/	/	/

Next structures
Order of values: TGFb SMAD3 inh	ATXN2 expr inh	S2 tox	MCF10A rereplic	HepG2 tox
- NC[C@H]1O[C@H](O[C@H]2[C@H](O[C@@H]3O[C@H](CO)[C@@H](O)[C@H]3O)C(O)[C@H](N)C[C@@H]2N)[C@H](N)[C@@H](O)[C@@H]1O (some centres undefined)
→ /	-0.6%[11.3 µM]	i[11.3 µM]	/	/
- O=C(O)Cn1c(=O)n(Cc2ccc(Br)cc2F)c(=O)c2ccc(Cl)cc21
→ /	2.0%	i	/	/
- CC(=O)CC/C=C(\C)CC/C=C(\C)CC/C=C(\C)CCC=C(C)C
→ /	7.1%	i	/	/
- CO[C@@]1(NC(=O)CSC[C@@H](N)C(=O)O)C(=O)N2C(C(=O)O)=C(CSc3nnnn3C)CS[C@@H]21
→ /	-5.0%	i	/	/
- O=C1CCCc2c(O)cccc21
→ /	57.3%[activator]	i	/	/
- CCCS(=O)c1ccc2nc(NC(=O)OC)[nH]c2c1 (centres undefined)
→ /	-12.1%&-10.6%	i	/	/
- Nc1ccc(N)c([N+](=O)[O-])c1
→ /	11.7%[116 µM]	?	/	/
- O=C(OCC1(COC(=O)c2cccnc2)CCCC(COC(=O)c2cccnc2)(COC(=O)c2cccnc2)C1O)c1cccnc1
→ /	-0.8%	i	/	/
- Cc1ccccc1C(=O)Nc1ccc(C(=O)N2CCCC(N(C)C)c3ccccc32)cc1 (centres undefined)
→ /	-20.2%	?	/	/
- O=Cc1ccc(O)c(O)c1O
→ /	?	?	/	/
- Cc1ncc([N+](=O)[O-])n1C
→ /	1.4%	i	/	/
- CCCCNc1ccc(C(=O)OCCN(CC)CC)cc1
→ /	2.8%	i	/	/
- CC(C)=CCC[C@@](C)(O)[C@H]1CC=C(C)CC1
→ /	27.8%	i	/	/
- CCCC(=O)O[C@]1(C(=O)COC(=O)CC)CC[C@H]2[C@@H]3CCC4=CC(=O)CC[C@]4(C)[C@H]3[C@@H](O)C[C@@]21C
→ /	4.9%[25.6 µM]	i	/	/
- Cc1ccccc1C(=O)N1CC/C(=N\OS(=O)(=O)O)c2ccc(Cl)cc21
→ /	-1.9%	i	/	/
- C[C@H](CN1CCCC1)C(=O)c1ccc(C(F)(F)F)cc1
→ /	0.8%	i	/	/
- CCOC(=O)C1=C(C)NC(C)=C(C(=O)OCC)C1c1ccccc1/C=C/C(=O)OC(C)(C)C
→ /	35.5µM*	?	/	/
- O=C(Oc1ccccc1)c1ccccc1O
→ /	-2.2%	i	/	/
- CCN1CCCC1CN (centres undefined)
→ /	2.2%	i	/	/
- COc1ccc2cc1Oc1cc3c(cc1OC)CC[N+](C)(C)[C@H]3Cc1ccc(cc1)Oc1c(OC)c(OC)cc3c1[C@@H](C2)[N+](C)(C)CC3
→ /	5.7%	i	/	/
- NC(=O)NC1N=C([O][Al])NC1=O (centres undefined)
→ /	-11.5%	i	/	/
- CC(C)C(C)(C)C(C)(C)C(C)(C)S
→ /	-4.0%[116 µM]	i	/	/
- Cc1onc(-c2ccccc2)c1C(=O)Cl
→ /	0.4%	i	/	/
- O=C(NCC1CN(c2ccc(N3CCOCC3=O)cc2)C(=O)O1)c1ccc(Cl)s1 (centres undefined)
→ /	-19.9%&-4.1%	i	/	/
- O=C1NC(c2ccccc2)(c2ccccc2)C(=O)N1COP(=O)(O)O
→ /	7.6%	i	/	/
- CC(=O)N[C@@H](CC(C)C)C(=O)O
→ /	-4.6%	i	/	/

Screening results: PubChem BioAssay, National Center for Advancing Translational Sciences (NCATS)

Not all compounds are listed; rates above refer to the full screens.
